# Bfl-1 inhibitors = Bfl-1 inhibitors, primary screen, biochemical, fluorescence polarization, FITC-Bid, mouse (AID 432); displacement, % at 20 µM, or IC50 in µM where a hit was titrated; FITC-Bid BH3 peptide fluorescence polarization displacement; higher % means a stronger effect; hit rate 0.02% among 64,000; in the data active = a potency from the dose series; inactive = the rest, 99 in 100 with displacement below about 15%; also: strong numbers were not always called active
# KRASV12 cytotoxicity = cytotoxicity in KRAS-transformed pancreatic duct cells, primary screen, cell-based, fluorescence, HTS (AID 431); one-dose cytotoxicity, % at 10 µM; EC50 in µM for titrated hits; HPDE-C7K KRASV12 cells, Alamar Blue viability, 48 h; higher % means a stronger effect; hit rate 1.7% among 63,000;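 active = compounds whose percent cytotoxicity in the single-dose primary screen, scaled between solvent and toxic-drug controls, exceeds 50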;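 also: 0% = DMSO solvent wells and 100% = doxorubicin-treated wells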
# Spn MK inh = S. pneumoniae MK inhibitors, primary screen, biochemical, PK/LDH-coupled NADH absorbance. purified MK, PK/LDH-coupled NADH absorbance 340 nm. inhibition, % at 10 µM. mevalonate kinase [Streptococcus pneumoniae D39]. hit rate 0.48% among 65,000;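 active = ranked among the strongest by inhibition in the single 10 µM screen, a fixed top-ranked set picked for dose follow-up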; also: no value below 0 was filed
# Spn DPM-DC inh = S. pneumoniae DPM-DC inhibitors, primary screen, biochemical, PK/LDH-coupled NADH fluorescence; diphosphomevalonate decarboxylase (Streptococcus pneumoniae D39); purified DPM-DC; calls only at 10 µM; hit rate 0.49% among 65,000; AID 556, 2006;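 active = the 320 compounds with the highest percent inhibition in the single-dose primary screen, excluding strongly autofluorescent ones, cut at about 32% in these data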;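 also: kinetic rate of NADH fluorescence loss reporting ADP formed by the decarboxylase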
# TNAP inhibition = human TNAP enzyme inhibitors, biochemical, luminescent (AID 518); Alkaline phosphatase, tissue-nonspecific isozyme (Homo sapiens); purified TNAP enzyme, luminescent substrate readout; higher % means a stronger effect; inhibition, % at 20 µM; hits with a dose series show IC50 in µM; hit rate 0.09% among 64,000; in the data active = a potency from the dose series; inactive = the rest, 99 in 100 with inhibition below about 22%;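 also: plate controls were vehicle for no effect and reference inhibitor for full effect; many of its hits are not listed in these tables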
# HT1080 viability = cytotoxicity in HT1080 fibrosarcoma cells, cell-based, fluorescence readout (AID 620) | cytotoxicity, % at 10 µM; hits with a dose series show EC50 in µM | hit rate 0.42% among 87,000 | HT1080 viability, fluorescence; higher % means a stronger effect;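 also: cells exposed to compound overnight then 4 h with Alamar Blue; 0% = vehicle DMSO and 100% = killing control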
# PMK inhibit = S. pneumoniae PMK inhibitors, primary screen, biochemical, mevalonate pathway, pilot trial included. purified PMK, PK/LDH-coupled NADH absorbance 340 nm. inhibition, % at 10 µM. phosphomevalonate kinase (Streptococcus pneumoniae D39). AID 539, 2006. hit rate 0.49% among 65,000;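 active = top-ranked compounds by inhibition in the single 10 µM screen, taking a fixed number of the strongest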;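 also: 0% = full reaction with DMSO carrier and 100% = background rate without enzyme reaction; no value below 0 was filed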
# HPDE-C7 viability = cytotoxicity in HPDE-C7 cells, cell-based, fluorescence, HTS (AID 430) | HPDE-C7 pancreatic duct cells viability, fluorescence; higher % means a stronger effect | one-dose cytotoxicity, % at 10 µM; EC50 in µM for titrated hits | hit rate 1.8% among 63,000;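 also: cells exposed to compound for 48 hours before viability readout; 0% = vehicle and 100% = reference cytotoxic drug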
# LYP inhibition = LYP phosphatase inhibitors, primary screen, biochemical, DiFMUP fluorescence, recombinant catalytic domain, 10 µM (AID 606); Tyrosine-protein phosphatase non-receptor type 22 (Homo sapiens); recombinant LYP catalytic domain, DiFMUP fluorescence; higher % means a stronger effect; inhibition, % at 10 µM, or IC50 in µM where a hit was titrated; 52,000 tested, under 10 active;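 active = IC50 under 40 µM in the dose-response test; inactive = IC50 of 40 µM or more, or never dose-tested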
# PMK inhibit pilot replicates = further read-out of PMK inhibit, marked with its call; inhibition, %; measured here: pilot screen replicates
# Spn MK inh pilot replicates = also measured in Spn MK inh; calls as there; inhibition, %; measured here: pilot screen replicates
# Spn DPM-DC inh pilot screen % = further read-out of Spn DPM-DC inh, marked with its call; inhibition, %; measured here: pilot screen trials
# Numbers without * were called inactive; i = inactive; . = no result given. Rule as the data show it, unless noted: active = cytotoxicity above about 50%; inactive = the rest.
# A first look, eleven compounds:
SMILES,Bfl-1 inhibitors,KRASV12 cytotoxicity,Spn MK inh,Spn DPM-DC inh,TNAP inhibition,HT1080 viability,PMK inhibit,HPDE-C7 viability,LYP inhibition,others
CCC(C)NC(=O)CSc1nc2ccccc2c(=O)n1CCCC(=O)NCC1CCCO1 (stereo not given),-9%,-11%,13,i,6%,2%,14,-4%,-4%,
CN1CCN(C(=O)c2ccccc2-c2ccccc2C(=O)O)CC1,5%,2%,0,i,4%,2%,13,4%,11%,
Cc1cc(-c2nnc3sc(-c4ccc(Cl)cc4Cl)nn23)n[nH]1,-4%,-3%,2,i,9%,1%,11,6%,2%,
COCc1nnc(SCC(=O)NC(C)c2ccccc2)n1-c1ccccc1 (stereo not given),3%,-7%,7,i,8%,3%,9,-8%,-1%,PMK inhibit pilot replicates=3.0;Spn MK inh pilot replicates=4.0;Spn DPM-DC inh pilot screen %=0.0
Cc1ccc(N2C(=O)c3n[nH]c(C)c3C2c2cccnc2)cc1 (stereo not given),4%,-4%,7,i,12%,-4%,10,1%,12%,
CC1(C)Cc2cccc(OCC(=O)Nc3ccccc3N3CCOCC3)c2O1,-1%,-9%,1,i,0%,-8%,1,-4%,.,
C/C(Cl)=C\Cn1c(Nc2ccccc2)nc2c1c(=O)n(C)c(=O)n2C,-2%,12%,6,i,10%,-6%,6,6%,-3%,
CCOC(=O)C1CCN(C(=O)NC23CC4CC(CC(C4)C2)C3)CC1,2%,-12%,0,i,8%,-10%,0,-5%,3%,
CC(C)n1cnc2cc(NCc3nc4ccccc4n3C)ccc21,1%,5%,4,i,7%,.,8,4%,.,
Nc1c(C(=O)NC2CCCCC2)nsc1C(=O)OCC(=O)NC1CCCCC1,-4%,1%,11,i,9%,-19%,11,2%,.,
CCc1ccc(N/C(SC)=C(/C#N)C(N)=O)cc1,-2%,-11%,1,i,7%,-4%,2,-16%,7%,

# This part in full, previewed entries included:
SMILES,Bfl-1 inhibitors,KRASV12 cytotoxicity,Spn MK inh,Spn DPM-DC inh,TNAP inhibition,HT1080 viability,PMK inhibit,HPDE-C7 viability,LYP inhibition,others
CCC(C)NC(=O)CSc1nc2ccccc2c(=O)n1CCCC(=O)NCC1CCCO1 (stereo not given),-9%,-11%,13,i,6%,2%,14,-4%,-4%,
CN1CCN(C(=O)c2ccccc2-c2ccccc2C(=O)O)CC1,5%,2%,0,i,4%,2%,13,4%,11%,
Cc1cc(-c2nnc3sc(-c4ccc(Cl)cc4Cl)nn23)n[nH]1,-4%,-3%,2,i,9%,1%,11,6%,2%,
COCc1nnc(SCC(=O)NC(C)c2ccccc2)n1-c1ccccc1 (stereo not given),3%,-7%,7,i,8%,3%,9,-8%,-1%,PMK inhibit pilot replicates=3.0;Spn MK inh pilot replicates=4.0;Spn DPM-DC inh pilot screen %=0.0
Cc1ccc(N2C(=O)c3n[nH]c(C)c3C2c2cccnc2)cc1 (stereo not given),4%,-4%,7,i,12%,-4%,10,1%,12%,
CC1(C)Cc2cccc(OCC(=O)Nc3ccccc3N3CCOCC3)c2O1,-1%,-9%,1,i,0%,-8%,1,-4%,.,
C/C(Cl)=C\Cn1c(Nc2ccccc2)nc2c1c(=O)n(C)c(=O)n2C,-2%,12%,6,i,10%,-6%,6,6%,-3%,
CCOC(=O)C1CCN(C(=O)NC23CC4CC(CC(C4)C2)C3)CC1,2%,-12%,0,i,8%,-10%,0,-5%,3%,
CC(C)n1cnc2cc(NCc3nc4ccccc4n3C)ccc21,1%,5%,4,i,7%,.,8,4%,.,
Nc1c(C(=O)NC2CCCCC2)nsc1C(=O)OCC(=O)NC1CCCCC1,-4%,1%,11,i,9%,-19%,11,2%,.,
CCc1ccc(N/C(SC)=C(/C#N)C(N)=O)cc1,-2%,-11%,1,i,7%,-4%,2,-16%,7%,
Cc1ccc2nc3c(cc(C(=O)NCc4cccnc4)c(=N)n3C(C)C)c(=O)n2c1,-4%,7%,3,.,9%,-10%,11,7%,-7%,
Cc1cc(=O)[nH]c(SCC(=O)Nc2ccc(S(=O)(=O)N3CCCCC3)cc2)n1,6%,10%,9,i,1%,.,8,2%,-4%,
CCOC(=O)COc1ccc(S(=O)(=O)Nc2ccc3c(c2)OCO3)cc1,-1%,8%,9,i,9%,2%,8,0%,13%,PMK inhibit pilot replicates=1.0;Spn MK inh pilot replicates=1.0;Spn DPM-DC inh pilot screen %=3.0
CCOC(=O)CC(=O)CSc1nc2c(cc1C#N)CCCCCC2,3%,18%,0,.,13%,12%,3,16%,-5%,
Cc1cc(C(=O)CSc2nnc(NCc3ccccc3)s2)c(C)n1C,-4%,65%*,13,i,0%,14%,0,58%*,-12%,
O=C(CSc1ccc2nnc(-c3ccc(F)cc3)n2n1)N1CCCCC1,-15%,-10%,0,i,4%,-1%,9,-16%,5%,
Cc1cc2n(n1)C(c1ccco1)Nc1ccccc1-2 (stereo not given),7%,19%,0,i,-2%,-2%,3,26%,9%,
CC(=O)Nc1nc(C(=O)Nc2c(C)n[nH]c2C)cs1,1%,2%,0,i,7%,1%,8,1%,2%,
CC(=O)c1c(N2CCN(Cc3ccccc3)CC2)[nH]c(-c2ccccc2)nc1=S,5%,16%,4,i,-4%,14%,1,2%,6%,
Cc1cc(C)n2nc(NCc3cccc(Br)c3)nc2n1,-10%,13%,8,.,14%,10%,11,-3%,2%,
COC(=O)c1cn(NC(=O)CC2CCCCC2)c(=O)c2ccccc12,-4%,3%,30,i,8%,-2%,0,-10%,8%,
CSc1nc(C)c(Oc2ccccc2)c(=O)n1C,0%,-14%,5,i,4%,3%,0,-19%,.,
CCCc1nc(N2CCOCC2)c(C#N)c2c1CCCC2,16%,-1%,7,i,11%,30%,8,-19%,16%,PMK inhibit pilot replicates=1.5;Spn MK inh pilot replicates=0.0;Spn DPM-DC inh pilot screen %=7.5
CCOC(=O)c1c(/N=C/N(C)C)sc(C(=O)OC)c1C,-3%,-6%,4,i,2%,-5%,1,-12%,.,
COCc1cc(=O)n2[nH]c(SC)nc2n1,14%,1%,9,i,5%,1%,5,5%,12%,
O=c1c2cnn(-c3ccccc3)c2ncn1Cc1cccc(Cl)c1,4%,6%,7,i,12%,0%,16,-5%,0%,
Cc1cc(C)nc(SCC(=O)Nc2ccc(N3CCOCC3)cc2)n1,-2%,-6%,10,i,-9%,.,4,-10%,10%,
CCCC(=O)NCCc1nc2ccccc2n1C,0%,-5%,6,i,7%,22%,0,-9%,-7%,
C=C(C)CSc1nncn1/N=C/c1ccc(OC)cc1,3%,-1%,7,i,16%,0%,5,-24%,5%,
Cc1nc2n(n1)CC(O)CS2 (stereo not given),-10%,17%,12,i,9%,-9%,10,2%,13%,
O=C(Cn1c(=O)oc2cc(S(=O)(=O)N3CCCC3)ccc21)N1CCN(c2ccccn2)CC1,0%,-2%,10,i,6%,-4%,18,5%,10%,
Cc1ccc(-n2nnnc2SCC(=O)NC(=O)Nc2ccc3c(c2)OCCO3)cc1,-2%,-6%,1,i,12%,-4%,0,1%,7%,
O=C(C1CCCO1)N1CCN(c2ncccn2)CC1 (stereo not given),-1%,10%,7,i,8%,6%,0,6%,-7%,
CCCn1c(=N)n(CC(=O)c2ccco2)c2ccccc21,-10%,-10%,11,i,20%,3%,0,-18%,0%,
COc1ccc(OC)c(NC(=O)c2ccc(NS(=O)(=O)c3c(C)noc3C)cc2)c1,-6%,21%,3,i,6%,-3%,11,33%,.,
COc1cc(-c2c(C#N)c(N)nc(SCc3ccncc3)c2C#N)cc(OC)c1OC,1%,1%,6,i,16%,9%,14,0%,13%,
CC1CCCCN1CCNC(=O)CN1C(=O)COc2ccccc21 (stereo not given),-3%,-8%,4,i,8%,3%,0,0%,.,
CCn1c(=O)cc(OCC(=O)NCCCN2CC(C)CC(C)C2)c2ccccc21 (stereo not given),-2%,-10%,1,i,17%,11%,15,1%,.,PMK inhibit pilot replicates=4.0;Spn MK inh pilot replicates=1.0;Spn DPM-DC inh pilot screen %=6.0
COc1ccc(C2C(C(C)=O)=C(O)C(=O)N2CCN(C)C)cc1OC (stereo not given),0%,.,9,i,9%,-8%,3,.,-5%,
C=CCSC1=C(C#N)C(c2ccc(OCC)cc2)CC(=O)N1 (stereo not given),-4%,-2%,0,i,12%,4%,10,-7%,14%,
COc1ccc(C(c2nnnn2CC2CCCO2)N2CCN(c3cccc(C)c3C)CC2)cc1 (stereo not given),-7%,8%,19,i,7%,-7%,7,21%,5%,
COCCCNC(=O)c1cccc(C(=O)NCCCOC)c1,-2%,2%,0,i,5%,1%,1,-7%,.,
C/C(Cl)=C/CN1C(=O)C2C3C=CC(C3)C2C1=O (stereo not given),4%,-5%,5,i,5%,2%,0,-3%,6%,
Cc1cc(C)nc(SCc2ccc(C(=O)O)o2)n1,-6%,1%,5,i,7%,-3%,6,0%,.,
CCOc1ccc(NC(=O)N(C2CCCCC2)C2CCN(C(C)=O)CC2)cc1,3%,9%,7,i,3%,.,11,4%,-2%,
Cc1ccc(CNC(=O)c2cn(C3CCCCC3)c(=O)c3c2c2ccccc2n3C)o1,-20%,-4%,6,i,0%,.,15,-4%,1%,
CCSc1nnc(N(CCC#N)CCC#N)s1,-1%,0%,7,i,12%,16%,5,8%,10%,
COC(=O)C1CCCN1S(=O)(=O)c1ccc2ccccc2c1 (stereo not given),-5%,-18%,9,i,10%,-12%,12,-29%,0%,
Cc1nn(-c2ccccn2)c2c1C(c1ccsc1)C1=C(CCCC1=O)N2 (stereo not given),.,.,0,.,.,2%,9,.,-24%,

# (cont.)
SMILES,Bfl-1 inhibitors,KRASV12 cytotoxicity,Spn MK inh,Spn DPM-DC inh,TNAP inhibition,HT1080 viability,PMK inhibit,HPDE-C7 viability,LYP inhibition,others
CCCn1c(=O)c2[nH]c(C3CCCC3)nc2n(CCC)c1=O,-6%,-10%,6,i,8%,-2%,10,2%,7%,PMK inhibit pilot replicates=5.5;Spn MK inh pilot replicates=4.0;Spn DPM-DC inh pilot screen %=0.5
N#Cc1ccc(-c2nnnn2-c2ccc3c(c2)OCO3)cc1,-5%,4%,9,i,8%,-2%,0,1%,-1%,
CN/C=C1\C(=O)C(C)(C)Oc2ccc3ccc(=O)oc3c21,2%,1%,13,i,3%,0%,5,-1%,-10%,PMK inhibit pilot replicates=0.0;Spn MK inh pilot replicates=0.0;Spn DPM-DC inh pilot screen %=1.0
CCOC(=O)c1[nH]c(C)c(C(=O)OCCN2C(=O)c3ccccc3C2=O)c1C,-6%,-13%,3,i,-1%,-5%,18,-10%,2%,

# Screening data deposited in PubChem BioAssay by several laboratories.
